# Assay outcomes as filed in PubChem.
# NOD2 RIPK2 PPI: NOD2-RIPK2 binding disruptors in cells, primary screen, fluorescence, CHO cells, BLA complementation. CCF4 ratio. inhibition, % at 4.98 µM. hit rate 0.38% among 360,000. AID 624267, 2012; in the data active means inhibition above about 21%;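 further: 0% = vehicle only and 100% = reference blocker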
# Target sequence (O43353 whole entry, looked up): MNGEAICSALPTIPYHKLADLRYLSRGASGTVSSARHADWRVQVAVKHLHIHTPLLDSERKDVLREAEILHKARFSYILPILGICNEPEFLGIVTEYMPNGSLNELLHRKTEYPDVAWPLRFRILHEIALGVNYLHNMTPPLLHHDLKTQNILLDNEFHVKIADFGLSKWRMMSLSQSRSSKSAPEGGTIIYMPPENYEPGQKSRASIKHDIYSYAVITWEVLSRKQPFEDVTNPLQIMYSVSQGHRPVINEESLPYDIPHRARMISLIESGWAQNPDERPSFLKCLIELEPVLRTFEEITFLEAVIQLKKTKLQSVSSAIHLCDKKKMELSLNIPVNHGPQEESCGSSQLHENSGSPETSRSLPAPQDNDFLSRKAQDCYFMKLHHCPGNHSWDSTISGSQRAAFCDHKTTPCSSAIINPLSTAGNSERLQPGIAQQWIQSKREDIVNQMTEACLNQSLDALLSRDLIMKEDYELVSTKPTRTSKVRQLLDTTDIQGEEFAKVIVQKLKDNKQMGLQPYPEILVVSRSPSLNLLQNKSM
# aDG glyco up: activators of alpha-DG glycosylation, primary screen, uHTS, Pro5-aDG cells, AlphaScreen. alpha-DG glycosylation AlphaScreen (IIH6); 0% Pro5, 100% B10-LARGE cell signal. activation, % at 10 µM. hit rate 0.22% among 360,000. AID 624168, 2012;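 active means activation of at least 8% versus controls, or a plate z-score of at least 8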;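 further: Pro5 are CHO cells carrying HIG-tagged alpha-DG that lacks glycosylation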
# Granule exo inh: LAMP-1 surface exposure blockers, TALL-104 cells – cell-based, flow cytometry, MLPCN library, primary screen. hit rate 0.66% among 360,000. TALL-104 LAMP-1 surface exposure; cells stimulated with thapsigargin and PMA. AID 651702, 2012. inhibition, % at 10 µM;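 active means inhibition above about 55%, limit read from the data; inconclusive means no clear call, values can overlap the other calls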
# MC4R antagonist: MC4R antagonists of cAMP signaling, primary screen, cell-based, TR-FRET, antagonist arm of biased-ligand search; Melanocortin receptor 4 (Homo sapiens), P32245; MC4R-expressing cells, MTII-stimulated cAMP, LANCE TR-FRET; inhibition, % at 6.5 µM; hit rate 0.48% among 360,000; AID 540295, 2011;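 active means inhibition above its plate's cutoff, the mean of tested wells on that plate plus 3 SD, cut at about 29% in these data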;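 further: 0% = Melanotan II alone and 100% = Melanotan II plus saturating MCL0020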
# Target sequence (P32245 whole entry, looked up): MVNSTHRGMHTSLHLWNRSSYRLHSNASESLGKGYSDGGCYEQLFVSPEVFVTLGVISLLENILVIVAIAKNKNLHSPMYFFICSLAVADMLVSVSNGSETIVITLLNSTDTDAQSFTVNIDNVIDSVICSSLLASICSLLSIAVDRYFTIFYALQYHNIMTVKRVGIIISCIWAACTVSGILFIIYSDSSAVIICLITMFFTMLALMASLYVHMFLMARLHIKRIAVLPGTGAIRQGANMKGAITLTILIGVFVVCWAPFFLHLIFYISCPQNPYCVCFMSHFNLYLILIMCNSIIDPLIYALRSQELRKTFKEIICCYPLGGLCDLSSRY
#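 System – human MC4R-expressing U2OS cells · Also added – Melanotan II · Dosing – one concentration, 6.5 µM nominal · Timing – 30-min compound, 1-h challenge, 1-h detection, room temperature · Measured by – Eu-cAMP/anti-cAMP TR-FRET, emission 671 nm · Replicates – singlicate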
# Vif inh: HIV Vif self-association inhibitors, primary screen, imaging, HEK293T, single point. HEK293T cells, Vif self-association by quenched fluorescence, 24 h. AID 602346, 2012. hit rate 0.35% among 340,000. inhibition, % at 7.49 µM; in the data active means inhibition above about 50%, passing the limit was not always enough; inconclusive means no clear call, values can overlap the other calls; inactive means below about 31%; further: some results filed as inactive read as strong as hits
# TLR9-MyD88 block: inhibitors of TLR9-MyD88 association in cells, primary screen, cell-based, CHO, BLA complementation, fluorescence; inhibition, % at 4.98 µM; hit rate 0.21% among 340,000; CCF4 FRET ratio; Toll-like receptor 9 (Homo sapiens) + Myeloid differentiation primary response protein …; AID 504734, 2011;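 active means inhibition above the mean over all tested compounds plus 3 SD, cut at about 21% in these data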;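 further: 0% = DMSO only wells and 100% = clavulanate BLA inhibitor control wells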
# N-glyco inh: increase of ERlucT glycosylation luciferase signal, primary screen, N-linked glycosylation inhibitor project, D54 ERlucT cells, luminescence, set 2; D54 ERlucT glycosylation luciferase reporter, 24 h; percent of 100 nM tunicamycin response; hit rate 0.23% among 360,000; reporter increase, % at 12.5 µM; AID 588692, 2011;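 active means mean luciferase reporter signal, scaled so untreated is 0 and the glycosylation-blocking control 100, at or above a set limit in every replicate; inconclusive means mean reaches the limit but not every replicate does; inactive means mean below the limit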;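 further: luciferase carries N-glycosylation sites so blocking glycosylation raises the light; 0% = median of neutral control wells and 100% = median of 100 nM tunicamycin wells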
# ABHD5-PLIN5 inh: ABHD5-PLIN5 interaction inhibitors, primary screen, cell lysate, split luciferase complementation, luminescence. Split G. princeps luciferase complementation, 4 h. inhibition, % at 4 µM. hit rate 0.78% among 360,000. AID 602281, 2012;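 active means inhibition above the mean inhibition across every tested compound plus 3 SD, cut at about 22% in these data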;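 further: 0% = DMSO only wells and the 100% control is not disclosed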
# ABCB6 inh 2: ABCB6 transporter inhibitors, primary screen, K562-ABCB6 cells, flow cytometry, MLPCN library; K562-ABCB6 porphyrin accumulation, 1 h; stronger effect = lower value; ATP-binding cassette sub-family B member 6 (Homo sapiens), Q9NP58; fluorescence ratio to DMSO, % at 10 µM; hit rate 0.19% among 360,000;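 active means fluorescence ratio to DMSO below 75%, the collection mean minus 3 SD; inconclusive means too few cells collected in the well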;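 further: signal is porphyrin accumulated inside mitochondria; 100% equals median channel fluorescence of DMSO control wells; lower ratio means ABCB6 inhibition with less porphyrin fluorescence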
# MC4R barr agon: MC4R agonists recruiting beta-arrestin, primary screen, cell-based, luminescence, agonist arm of biased-ligand search | activation, % at 8.9 µM | hit rate 0.98% among 360,000 | Melanocortin receptor 4 (Homo sapiens), P32245 | AID 540308, 2011 | U2OS MC4R beta-arrestin complementation; percent of melanotan II response, DMSO zero;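 active means activation above a per-plate cutoff, the mean activation of sample wells on that plate plus 3 SD, cut at about 8% in these data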
# * marks the source's active call; other numbers are inactive results; ? = inconclusive; . = not tested or not shown. Not all compounds are listed (hit frequency here may not be typical).
SMILES,NOD2 RIPK2 PPI,aDG glyco up,Granule exo inh,MC4R antagonist,Vif inh,TLR9-MyD88 block,N-glyco inh,ABHD5-PLIN5 inh,ABCB6 inh 2,MC4R barr agon
CCOC(=O)C1=NN(C(=O)c2ccccc2)C(O)(c2ccc(C)cc2)C1 (configuration not stated),-2.2,0.1,4.7,3.5,-0.7,-1.9,-1.2,-0.5,102.0,-1.7
Cc1ccc(C(=O)N/N=C2/NC(=O)CC(C(=O)Nc3ccccc3)S2)cc1 (configuration not stated),-5.6,0.0,-0.3,2.3,-4.7,-15.4,1.8,6.0,97.0,0.0
Cc1cccc(CCNC(=O)C2CCCN(S(=O)(=O)c3cnc[nH]3)C2)c1 (configuration not stated),5.8,0.0,-2.7,9.8,-3.3,11.4,2.5,4.5,108.0,-0.2
O=C(Nc1ccccc1)c1cc2n(n1)C(C(F)(F)F)CC(C1CC1)N2 (configuration not stated),-2.7,-0.4,-4.5,6.2,-4.4,-9.9,2.1,-0.7,98.0,-0.2
COc1ccccc1S(=O)(=O)Nc1ccc2nc(C)sc2c1,-7.8,-0.1,-0.5,0.3,-8.7,-7.0,1.3,9.2,97.0,-1.4
COc1ccc(C(CC(=O)NCc2ccco2)c2ccc(F)cc2)cc1 (configuration not stated),6.9,-0.1,20.9,4.5,-15.2,-6.5,-1.0,-0.2,98.0,-0.3
CC(NC(=O)CCSc1nc(-c2ccc3c(c2)OCO3)cc(C(F)(F)F)n1)c1ccccc1 (configuration not stated),-1.0,0.1,-4.1,6.6,15.2,-3.0,-0.5,-2.4,96.0,-0.6
CCc1ccc(Nc2nnc(SCC(=O)Nc3ccc(C(=O)O)cc3)s2)cc1,3.0,-0.1,-0.7,14.5,-4.5,3.0,-1.4,-7.2,95.0,-0.4
CCCCCNC(=O)C(CCc1ccccc1)n1c(=O)c(-c2cc3ccccc3[nH]2)nc2ccccc21 (configuration not stated),43.9*,1.5,7.8,.,.,.,.,-10.0,.,.
CCc1cccc(NS(=O)(=O)c2csc(C(N)=O)c2)c1,-4.2,0.2,-8.2,17.9,-9.3,-20.7,-1.6,-7.4,95.0,2.8
O=c1c2ccccc2c(C=NCCCN2CCOCC2)c(O)n1Cc1ccc2c(c1)OCO2,-1.1,-0.1,8.6,3.4,-4.8,3.9,-1.1,4.4,96.0,0.0
CCNC(=S)N(Cc1ccc2c(c1)OCO2)C1CC(=O)N(c2ccc(F)cc2)C1=O (configuration not stated),-0.6,0.3,0.9,7.2,.,-4.6,-3.2,-1.2,100.0,3.5
CC(=O)N1CCN(C(=O)COc2ccc(N(C)S(=O)(=O)c3cccs3)cc2)CC1,-4.0,-0.6,2.6,-5.5,2.6,2.3,0.3,3.6,105.0,-1.9
CC[n+]1ccc2cc(OC)c(OC)cc2c1Cc1ccc(OC)c(OC)c1,13.4,-0.3,1.7,5.0,-2.0,-1.6,-0.5,3.5,104.0,-2.2
CCCC(=O)NCc1ccc2c(c1)cc(C)n2C,-8.6,-0.2,-2.3,-5.7,-3.8,2.9,-3.4,-2.3,101.0,-3.1
CN(Cc1ncc[nH]1)C(=O)CC1C(=O)NCCN1Cc1c(F)cccc1Cl (configuration not stated),-9.3,-0.3,0.4,7.2,2.5,-2.9,0.0,0.9,104.0,-1.0
Cc1cc(C)c2c(-n3cccc3)c(C(=O)NNS(=O)(=O)c3ccc(Cl)cc3)sc2n1,7.7,-0.2,-0.5,2.5,-3.1,2.2,-2.5,-3.4,100.0,-2.1
CCn1c(=O)c(C(=O)CN2CCc3ccccc32)c(N)n(Cc2ccccc2)c1=O,-17.0,-0.2,-0.7,25.4,?,-8.5,0.5,-4.4,106.0,-1.3
Cc1oc(-c2ccccc2Cl)nc1CS(=O)CC(=O)NC1CC1 (configuration not stated),-8.8,-0.2,-18.1,11.4,-11.5,5.8,-0.5,-9.9,95.0,2.6
COc1ccc(C2=NS(=O)(=O)N(C)C(C(=O)NCc3ccccn3)=C2)cc1,-0.5,-0.1,-0.7,10.1,.,0.4,0.4,0.2,99.0,-2.2
CC(CN1C(C)CCCC1C)OC(=O)c1cccc(Br)c1 (configuration not stated),-7.5,0.0,8.7,-0.3,4.2,8.8,1.4,2.4,97.0,-0.3
Cc1ccc(N2CC(NC(=O)C3CC3)CC2=O)cc1 (configuration not stated),-12.2,0.0,-1.4,-5.0,5.6,-11.0,2.6,13.6,99.0,1.4
COc1cccc(OC)c1C(=O)Nc1nc2ccc(S(C)(=O)=O)cc2s1,-4.5,-0.2,7.6,5.3,-5.4,1.3,-2.4,-2.6,94.0,3.2
FC(F)(F)c1ccc(Cl)c(NC(=S)N/N=C/c2ccccc2Cl)c1,-9.5,0.0,-3.7,-1.3,-2.7,.,6.4,-2.9,92.0,-0.7
CC(C)(C)OC(=O)N1CCC[C@H]1c1nnc(SCC(=O)Nc2ccc(Br)cc2)o1,-49.8,-0.1,17.7,0.3,5.9,10.5,-0.7,5.3,106.0,-2.1
SMILES,NOD2 RIPK2 PPI,aDG glyco up,Granule exo inh,MC4R antagonist,Vif inh,TLR9-MyD88 block,N-glyco inh,ABHD5-PLIN5 inh,ABCB6 inh 2,MC4R barr agon
Cc1ccn(CCNC(=O)C2CCC(=O)N(Cc3ccc(Cl)cc3)C2)n1 (configuration not stated),-0.9,1.1,-5.1,2.3,-4.8,-2.8,2.6,7.8,97.0,-1.0
CC1CC(C)CN(C(=O)CNS(=O)(=O)c2cccs2)C1 (configuration not stated),-11.6,-0.2,2.1,3.8,-5.6,-13.8,0.8,2.3,88.0,0.4
CCCCCCC(O)(c1ccccc1)C(CN1CCOCC1)c1ccccc1 (configuration not stated),-6.3,0.4,0.0,17.5,-7.2,-6.3,-11.9,-4.5,96.0,0.8
Cn1ccc(C(=O)NC(=S)N2CCSCC2)n1,-11.0,-0.1,-0.9,6.8,-12.0,9.0,-1.3,-2.2,98.0,-1.5
CC(=O)NC(Cc1ccc(C(C)C)cc1)C(=O)NC1CCN(C(=O)c2cccc(C)c2)CC1 (configuration not stated),6.7,0.1,-0.7,6.4,10.3,-2.9,-2.0,4.2,92.0,-2.7
Cc1nn(-c2ccccc2)c(Cl)c1/C=N/Nc1nc2ccccc2[nH]1,-5.5,0.0,0.9,-1.0,1.5,5.8,65.8*,-6.2,89.0,11.6*
CCOc1ccc(-c2ccc(SCC(=O)NC3CCCCC3)nn2)cc1,-4.6,0.4,-2.4,0.0,-3.0,3.9,-5.5,-3.4,92.0,-1.7
COc1ccccc1NC(=O)Nn1cnnc1,-5.7,-0.2,0.4,3.4,-8.2,-4.1,0.6,0.8,118.0,0.1
Oc1ccc(C2=NN(c3ccccc3)C(c3ccc(F)cc3)C2)cc1 (configuration not stated),-7.5,0.0,-12.5,-0.2,15.9,7.2,-4.1,-10.3,113.0,-0.6
COc1ccccc1NC(=O)c1c(C)nc2ccccc2c1C(=O)O,-1.2,0.0,-5.9,3.7,-3.1,-9.5,0.2,-5.7,98.0,-0.2
Cn1cccc1C(=O)OCC(=O)Nc1ccc2c(c1)OCO2,6.2,0.0,-0.2,8.4,4.1,3.9,1.4,-3.3,84.0,0.4
CC(C)C[C@@]12C(=O)N(c3cccc(Cl)c3)C(=O)N1[C@H](c1ccc(Cl)cc1)[C@@H]1C(=O)N(C3CCCCC3)C(=O)[C@@H]12,-9.4,0.7,3.9,16.6,.,-5.0,-4.0,3.4,101.0,3.4
O=C(CSc1nnc(CNC(=O)c2c(F)cccc2F)o1)NCCc1ccccc1,-3.9,-0.2,13.5,0.8,1.9,3.3,0.1,6.1,96.0,-3.9
COC(=O)CNC(=O)c1ccc2c(c1)S(=O)(=O)c1ccccc1C2=O,-11.4,0.6,-1.2,-1.7,28.8,-15.3,0.4,-9.0,97.0,-3.1
CCOC(=O)c1c(N)c(C#N)cn1-c1ccccc1,-5.7,0.0,-1.3,-2.5,7.2,-2.0,-1.1,-0.3,97.0,-0.4
O=C(OCC#CCSc1nnc(-c2ccccc2)o1)c1ccco1,-0.1,0.2,-2.2,7.3,-5.2,4.9,0.5,-0.4,100.0,-1.5
Fc1ccc(-c2nc3c4ccccc4ccn3c2Cc2ccccc2)cc1,-1.4,-0.2,1.2,12.8,-2.9,-7.6,1.1,3.3,100.0,0.2
COCCNc1cc(C)nc2c3c(C)cc(C)nc3nn12,-1.6,0.1,0.7,9.4,-8.9,-5.8,1.7,-0.9,104.0,-1.1
CCCCOC(=O)c1ccc(NC(=O)C(=O)NCCN(CC)CC)cc1,16.2,0.1,0.9,2.3,3.7,3.5,-1.3,2.9,103.0,-1.6

# Three compounds from above, ordered by formula weight, descending:
SMILES,NOD2 RIPK2 PPI,aDG glyco up,Granule exo inh,MC4R antagonist,Vif inh,TLR9-MyD88 block,N-glyco inh,ABHD5-PLIN5 inh,ABCB6 inh 2,MC4R barr agon
O=C(CSc1nnc(CNC(=O)c2c(F)cccc2F)o1)NCCc1ccccc1,-3.9,-0.2,13.5,0.8,1.9,3.3,0.1,6.1,96.0,-3.9
CCCCCCC(O)(c1ccccc1)C(CN1CCOCC1)c1ccccc1 (configuration not stated),-6.3,0.4,0.0,17.5,-7.2,-6.3,-11.9,-4.5,96.0,0.8
COCCNc1cc(C)nc2c3c(C)cc(C)nc3nn12,-1.6,0.1,0.7,9.4,-8.9,-5.8,1.7,-0.9,104.0,-1.1

# Gathered by group: the entries above containing a CF3 group
SMILES,NOD2 RIPK2 PPI,aDG glyco up,Granule exo inh,MC4R antagonist,Vif inh,TLR9-MyD88 block,N-glyco inh,ABHD5-PLIN5 inh,ABCB6 inh 2,MC4R barr agon
O=C(Nc1ccccc1)c1cc2n(n1)C(C(F)(F)F)CC(C1CC1)N2 (configuration not stated),-2.7,-0.4,-4.5,6.2,-4.4,-9.9,2.1,-0.7,98.0,-0.2
CC(NC(=O)CCSc1nc(-c2ccc3c(c2)OCO3)cc(C(F)(F)F)n1)c1ccccc1 (configuration not stated),-1.0,0.1,-4.1,6.6,15.2,-3.0,-0.5,-2.4,96.0,-0.6
FC(F)(F)c1ccc(Cl)c(NC(=S)N/N=C/c2ccccc2Cl)c1,-9.5,0.0,-3.7,-1.3,-2.7,.,6.4,-2.9,92.0,-0.7
